# Compound activity (PubChem BioAssay)
# Cneo AK release = causes C. neoformans cell lysis | lysis activity, % at 15 µM | adenylate kinase release luminescence, 4 h; normalised: neutral wells 0, clomiphene wells 100 | 360,000 tested, 0.2% active;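 active means mean lysis activity across replicates of at least 80%, whatever share of replicates individually reach that level; inactive means mean lysis activity below 80%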
#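 Material – Cryptococcus neoformans yeast cells · Quantity – 5 × 10^6 yeast cells/mL · Buffer or medium – YPD medium · Compound – single dose · Timing – 4 h static compound exposure, 37 °C, read 1 h post-reagent · Signal – adenylate kinase release luminescence · Read-out basis – lysis from increased AK signal · Benchmarks – Clomiphene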
# RAD52 anneal inh = RAD52 (human) annealing inhibition; P43351; recombinant RAD52 DNA annealing, FRET fluorescence; inhibition, % at 18.7 µM; 360,000 tested, 0.46% active; AID 651710;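 active means every replicate showing at least 50% inhibition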
# Target sequence (P43351 whole entry, looked up): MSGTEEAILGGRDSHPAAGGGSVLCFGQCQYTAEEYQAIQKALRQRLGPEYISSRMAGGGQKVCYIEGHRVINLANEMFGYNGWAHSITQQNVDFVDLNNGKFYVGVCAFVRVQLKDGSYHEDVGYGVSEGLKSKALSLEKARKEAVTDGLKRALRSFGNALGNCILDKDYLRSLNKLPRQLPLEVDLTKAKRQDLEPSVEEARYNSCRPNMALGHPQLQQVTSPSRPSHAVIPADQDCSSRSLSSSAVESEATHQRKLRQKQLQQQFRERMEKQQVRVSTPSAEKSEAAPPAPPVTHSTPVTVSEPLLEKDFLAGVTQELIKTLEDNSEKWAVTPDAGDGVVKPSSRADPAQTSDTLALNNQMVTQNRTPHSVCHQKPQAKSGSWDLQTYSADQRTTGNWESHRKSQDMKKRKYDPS
# RAD54 branch = inhibitors of human RAD54 branch migration. Q92698. inhibition, % at 10.4 µM. 360,000 tested, 0.14% active. AID 602329. RAD54 Holliday junction branch migration, FAM/BHQ fluorescence;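 active means mean normalized replicate activity at least 40 and at least half of replicates scoring 40 or more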;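 further: 0% = median of neutral control wells and 100% = median of positive control wells; inhibitors cause a drop in the FAM fluorescence signal; in these data hits start at about 50%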
# ERAP1 inh = inhibitors of human ERAP1 aminopeptidase | Q9NZ08 | recombinant ERAP1, Leu-AMC fluorescence, 60 min | inhibition, % at 10.7 µM | 340,000 tested, 0.15% active | AID 652197;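 active means mean replicate inhibition of at least 30%, or all replicates individually reaching that 30% level; inactive means mean below 30% and not every replicate reaching it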;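 further: 0% = neutral control wells and 100% = L-leucinethiol positive control wells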
# E-selectin induc = E-selectin induction on HUVECs | HUVEC E-selectin immunofluorescence imaging; normalized: neutral wells 0, TNF-alpha wells 100 | P16581 | 260,000 tested, 0.37% active | activation, % at 7.58 µM;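 active means mean E-selectin-positive cell signal at least 10% of the positive control, reached in at least 60% of replicates, without over 20% cell loss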;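 further: in these data hits start at about 27%; measured in HUVEC primary endothelial cells; signal is the percent of cells scored E-selectin positive by PE staining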
# Target sequence (P16581 whole entry, looked up): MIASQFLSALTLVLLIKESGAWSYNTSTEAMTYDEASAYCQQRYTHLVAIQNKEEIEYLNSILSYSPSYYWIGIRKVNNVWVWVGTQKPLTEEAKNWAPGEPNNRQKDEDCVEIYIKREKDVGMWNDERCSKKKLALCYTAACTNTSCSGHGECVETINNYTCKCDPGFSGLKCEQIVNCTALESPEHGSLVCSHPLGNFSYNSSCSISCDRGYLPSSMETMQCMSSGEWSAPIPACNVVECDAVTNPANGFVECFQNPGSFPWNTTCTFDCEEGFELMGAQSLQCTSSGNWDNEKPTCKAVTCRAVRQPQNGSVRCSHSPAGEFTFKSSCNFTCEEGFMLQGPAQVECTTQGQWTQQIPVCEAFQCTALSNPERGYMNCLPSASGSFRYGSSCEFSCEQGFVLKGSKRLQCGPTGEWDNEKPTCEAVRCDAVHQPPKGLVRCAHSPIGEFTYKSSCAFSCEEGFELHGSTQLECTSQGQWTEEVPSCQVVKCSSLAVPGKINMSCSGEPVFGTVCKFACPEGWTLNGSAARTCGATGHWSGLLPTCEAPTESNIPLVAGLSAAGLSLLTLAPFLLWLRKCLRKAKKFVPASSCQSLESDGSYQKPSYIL
#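 Test system: HUVEC; input: 3,000 HUVEC/well; measured by: immunofluorescence imaging; read-out: % PE-positive cells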
# miR-122 sensor = inhibitors of miR-122 in Huh7 cells; Huh7 miR-122 Renilla luciferase sensor, 48 h; neutral wells = 0, positive control = 100; 340,000 tested, 0.3% active; activation (reporter increase), % at 12.5 µM; AID 602342;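 active means mean replicate activation score at least 90 and every replicate individually at or above 90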;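 further: higher luciferase means less miR-122 activity so hits act as miR-122 inhibitors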
# PglD DTNB = blocks C. jejuni PglD acetyltransferase activity | purified PglD enzyme, DTNB colorimetric CoA detection | inhibition, % at 12.5 µM | 360,000 tested, 0.098% active; in the data active means inhibition above about 16%, passing the limit was not always enough; further: strong numbers were not always called active
# PGC1a acetyl inh = PGC1a acetylation modulation, inhibitor mode; inhibition, % at 15.6 µM; U2OS PGC1a acetylation, AlphaScreen anti-acetyl-lysine; with virally co-expressed GCN5 acetyltransferase; 350,000 tested, 0.17% active;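 active means every replicate shows inhibition of at least 40%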;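 further: 0% = neutral control wells and 100% = positive control wells; some results beyond the cut were filed as inactive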
# * = called active by the depositor; x = not tested or not shown; & = joins results of further samples; [ ] = remark or other dose. No enrichment for hits (roughly 1.4% active in at least one column).
SMILES,Cneo AK release,RAD52 anneal inh,RAD54 branch,ERAP1 inh,E-selectin induc,miR-122 sensor,PglD DTNB,PGC1a acetyl inh
COc1ccc(OC)c2c(C)cc(N3CCCCCC3)nc12,-7,38,24,-3,x,x,4,x
CCCNC(=O)N(C)C[C@@H]1Oc2cc(C3=CCCC3)ccc2S(=O)(=O)N([C@@H](C)CO)C[C@H]1C,-7,-4,-7,8,-0.2,x,11,-18
COc1ccc(-c2cc(NC=O)c3ncc(-c4cccc(C(=O)NCCN(C)C)c4)n3c2)c(OC)c1,-7,57*,32,3,0.2,-2,-4,-9
Cc1cccc(C)c1NC(=S)N(C)CCc1ccccn1,0,x,3,x,x,-9,7,x
C[C@H](CO)N1C[C@H](C)[C@H](CN(C)Cc2ccc3c(c2)OCO3)Oc2ccc(NC(=O)Nc3cccc4ccccc34)cc2CC1=O,50,-12,4,4,x,-2[16.7 µM],-7,-2
Cc1cccc(-c2noc(-c3ccc(F)cc3)n2)c1,-12,x,4,x,-0.8,-8,x,14
CC[C@]12c3[nH]c4cc(-c5ccco5)ccc4c3CCN1C(=O)[C@@H](CC(=O)NCCc1ccccn1)C[C@@H]2C(=O)N1CCN(C(=O)c2ccco2)CC1,-6,-22,-1,0,0.2,-4,-1,x
COc1ccccc1N1CCN(S(=O)(=O)CCNC(=O)c2ccccc2Br)CC1,2,-15,7,2,12,1,-1,4
O=C(Nc1nnc(-c2ccco2)o1)c1ccc(Br)s1,-1,-23,-7,-2,0.0,-12,6,x
c1ccc(Cn2nnnc2-c2ccco2)cc1,0,x,-1,x,x,-3,-2,8
Cc1ccc(S(=O)(=O)N(C)C[C@@H]2OCCCC[C@H](C)Oc3ccc(NC(=O)CCC(F)(F)F)cc3C(=O)N([C@@H](C)CO)C[C@@H]2C)cc1,17,5,-2,0,x,1[16.7 µM],-7,-10
CCN(CCNC(=O)C1CCCN(c2ncnc3c2nc2n3CCCCC2)C1)Cc1ccccc1 (configuration not stated),0,-14,1,0,x,-6,-2,x
O=C1C2CC=CCC2C(=O)N1c1ccc(NCCc2ccc(Cl)cc2)c([N+](=O)[O-])c1 (configuration not stated),1,-18,4,1,0.4,-8,-5,6
CCO[C@@H]1OC(C(=O)O)=C[C@H](c2csc3ccccc23)[C@H]1CCCO,-11&-4,5&-13,6&6,2&-2,0.1,-14,-1&-5,9&-19
O=C(Nc1ccccc1F)n1ncc2cc(Cl)ccc21,0,-10,9,-5,1.0,-1,1,x
OC[C@@H]1[C@@H](c2ccc(Br)cc2)[C@H]2CN(Cc3ccccn3)CCCCN12,0,-15,7,1,0.1,49[16.7 µM],2,-13
CCC(=O)N(C)C[C@@H]1Oc2cc(C#CC3CCCCC3)ccc2S(=O)(=O)N([C@@H](C)CO)C[C@H]1C,-3,-13,1,1,1.2,59[16.7 µM],-1,1
CCC(N)C12CC3CC(CC(O)(C3)C1)C2 (configuration not stated),2,x,-15,x,x,-3,-2,-1
CN(C)S(=O)(=O)N1CCN(c2cc(Cl)ccc2Cl)CC1,2,x,6,x,x,3,-1,-11
C[C@H]1CN([C@@H](C)CO)C(=O)Cc2cc(NS(=O)(=O)c3ccc(F)cc3)ccc2O[C@H]1CN(C)C,-6,-4,-4,x,-11,-1[16.7 µM],-2,4
CCC(C)NC(=O)CNC(=O)Cn1c(C)cc2ccccc2c1=O (configuration not stated),-3,x,1,x,x,7,-1,6
COc1ccc(/C=C/C(=O)NC(=S)NNC(=O)Cc2cccs2)cc1OC,-1,x,12,x,x,-7,-1,6
O=C(N1CCN(c2ccccc2F)CC1)C12CC3CC(CC(C3)C1)C2,-1,x,-4,x,x,-5,1,4
Cc1noc(C)c1NC(=O)N(C)C[C@@H]1Oc2ncc(C#CCN(C)C)cc2C(=O)N([C@@H](C)CO)C[C@H]1C,0,-4,2,6,-0.1,-5[16.7 µM],-1,10
CNS(=O)(=O)c1cccc(C(=O)OCC(=O)N2CC(C)OC(C)C2)c1 (configuration not stated),1,-21,-4,0,x,-2,0,12
COc1ccc(C(=O)NCC(=O)OCC(=O)c2c(C)[nH]c3ccccc23)cc1OC,1,x,-6,x,x,0,1,x
Cc1ccccc1CNC(=O)C(=O)NCC1CCCN1S(=O)(=O)c1cccs1 (configuration not stated),-12,-7,-3,1,x,x,0,x
Cc1ccccc1CC(=O)Nc1ccc2c(c1)c(=O)n(C)n2-c1ccccc1F,-2,-42,-3,-3,0.2,-7,-1,x
CC(C)(C)c1ccc(C(=O)CCC(=O)OCC(=O)NCCc2ccc(S(N)(=O)=O)cc2)cc1,-2,-9,2,-1,x,5,0,14
COc1cc(C(=O)NNC(=O)/C=C/c2ccccc2)cc(OC)c1OC,x,-6,x,2,2.5,-1,x,0
C[C@@H]1CN([C@@H](C)CO)C(=O)Cc2cc(NC(=O)c3ccncc3)ccc2O[C@H]1CN(C)Cc1ccncc1,100*,-11,-3,3,-0.1,3[16.7 µM],0,4
C[C@@H]1CN([C@@H](C)CO)C(=O)c2cc(C#Cc3cccc(F)c3)cnc2O[C@H]1CN(C)C(=O)C1CCC1,1,16,10,0,-0.5,-22[16.7 µM],-3,-4
COc1cc([N+](=O)[O-])ccc1-c1ccc(/C=C2\C(=O)ON=C2c2ccccc2)o1,x,-11,x,16,0.1,x,x,0
COc1ccc(-c2ccc3c(c2)[C@@H]2[C@@H](CCN2C(=O)NC2CCCCC2)[C@H](CO)N3C)cc1,7,-3,9,0,-0.1,2[16.7 µM],5,31
C[C@@H]1CN([C@@H](C)CO)C(=O)c2cc(NC(=O)c3ccncc3)ccc2O[C@@H]1CN(C)S(=O)(=O)c1ccc(Cl)cc1,1,-6,3,0,0.2,51[16.7 µM],1,-1
C[C@H](CO)N1C[C@H](C)[C@H](CN(C)Cc2ccncc2)Oc2ccc(NC(=O)CCCCCC(=O)Nc3ccccc3N)cc2C1=O,4,1,1,-1,x,-1[16.7 µM],0,1
CO[C@@H]1CN(C)C(=O)c2ccc(NS(=O)(=O)c3cn(C)cn3)cc2OC[C@@H](C)N(C)C[C@H]1C,-2,-7,-5,0,-0.2,-13[16.7 µM],0,-13
Cc1noc(C)c1NC(=O)Nc1cccc2c1O[C@@H](CN(C)Cc1ccc3c(c1)OCO3)[C@@H](C)CN([C@@H](C)CO)C2=O,-2,-6,8,2,-2.6,7[16.7 µM],3,3
CN(C)CC(=O)N1CCCCN2[C@H](C1)[C@H](c1ccc(-c3cccnc3)cc1)[C@@H]2CO,-1,20,-1,-1,0.3,6[16.7 µM],-3,2
C/C=C/c1ccccc1[C@H]1[C@H](C#N)N(C(=O)CN2CCOCC2)[C@H]1CO,x,-4,x,1,-0.1,x,x,8
CC(=O)c1c(C)nc(-c2ccc(OCC(=O)Nc3ccccc3)cc2)n1O,4,0,-1,-4,2.1,-14,1,x
CC(=O)/C=C\c1ccccc1OC(=O)c1cc2ccccc2oc1=O,0,-27,-21,-5,x,-3,2,10
COC(=O)[C@H]1C[C@@H]1[C@H](NC(=O)OCc1ccccc1)c1ccccc1,-1,-2,-1,2,0.6,-1,3,-3
O=C(Nc1ccon1)c1ccccc1Cl,-7,x,-6,x,x,-4,4,-4
COc1ccc(NC(=O)c2cccc(Cn3cc(Br)cn3)c2)cn1,-3,x,1,x,x,-2,-5,-1
O=C(Nc1cccnc1)c1cc2cc(Br)ccc2oc1=O,x,-3,x,0,4.3,x,x,4
COc1ccccc1CNc1nc2cc(-c3sccc3C)sc2c(=O)n1C,-1,-8,-3,-4,-0.1,-4,-4,-1
CCN(CC(=O)Nc1ccc(OC(F)F)cc1)C1CCCCC1,-5,-12,-7,5,4.2,2,-2,-6
Cc1ccc2nc(-c3ccccc3)c(CN3CCN(c4ccccc4F)CC3)n2c1,5,x,13,x,x,0,-4,-11
Cc1ccccc1S(=O)(=O)N1CC[C@@H]2[C@H](CO)Nc3ccc(-c4cccc(F)c4)cc3[C@@H]21,-1,x,2,x,-0.4,11[16.7 µM],0,-16
O=C(NCc1ccc(Cl)cc1)C(=O)NCC1OCCN1C(=O)c1ccc(Cl)cc1 (configuration not stated),x,-9,x,2,3.4,x,x,-2
Cc1nn(CC(=O)Nc2ccc(N3CCOCC3)cc2)c(C)c1[N+](=O)[O-],0,-4,14,-5,-0.2,4,4,-2
CC[C@@H](C(=O)[C@@H](C)[C@@H](O)[C@H](C)[C@@H]1O[C@@H]([C@@H](CC)C(=O)O)CC[C@@H]1C)[C@H]1O[C@]2(C=C[C@@H](O)[C@]3(CC[C@@](C)([C@H]4CC[C@](O)(CC)[C@H](C)O4)O3)O2)[C@H](C)C[C@@H]1C,2,-7,-5,-4,-2.4,19,0,35
Fc1c(F)c(-n2nnc3ccccc32)c(F)c(F)c1Cl,-2,-4,1,0,x,-7,5,13
COc1ccc([N+](=O)[O-])cc1NC(=O)CSc1nc(C)cc(C)n1,3,x,-3,x,-0.1,5,-2,-3
Cc1cc(C)cc(-c2nnc(SCC(=O)c3c(N)n(C4CC4)c(=O)[nH]c3=O)o2)c1,-4,-32,-10,3,1.2,x,-2,x
COc1ccc2ccc(=O)oc2c1CC(O)C(C)(C)O (configuration not stated),0,-6,-2,11,x,-1,2,-15
CCn1c(SCC(=O)NCC2CCCO2)nnc1-c1ccc(Cl)cc1 (configuration not stated),0,-2,-3,-4,x,6,3,-6
Cc1ccc(S(=O)(=O)N2CCN(C(=O)C3Cc4ccccc4CN3C(=O)c3ccco3)CC2)cc1 (configuration not stated),3,x,2,x,x,6,2,6
N#Cc1ccc(S(=O)(=O)NCC(=O)OCC(=O)N2CCCC2=O)cc1,-1,-11,0,4,x,14,-6,x
# (cont.)
SMILES,Cneo AK release,RAD52 anneal inh,RAD54 branch,ERAP1 inh,E-selectin induc,miR-122 sensor,PglD DTNB,PGC1a acetyl inh
CC(Cc1ccccc1)C(=O)NCCO (configuration not stated),1,-10,-3,3,0.0,4,7,5
CN(C)c1ccc(/C=C(\NC(=O)c2ccccc2)C(=O)NCCN2CCOCC2)cc1,4,-76,-39,6,x,3,5,2
O=C1O[C@H](CO)[C@@H](O)[C@H](O)[C@H]1O,-1,-5,6,-2,2.2,0,-3,6
COc1cc(/C=C/c2ccc3c(Br)cc(Br)c(O)c3n2)ccc1O,1,-13,2,1,0.1,-17,3,3
C[C@@H]1CN([C@@H](C)CO)C(=O)c2cccc(NC(=O)C3CC3)c2O[C@H]1CN(C)CC1CCCCC1,0,-7,0,1,0.0,9[16.7 µM],1,15
CCN(CC)c1ncnc2sc(C(=O)N3CCN(c4ccccc4)CC3)c(C)c12,0,x,1,x,x,-2,-5,-6
Cc1cc(F)ccc1NC(=O)c1cc(S(=O)(=O)N2CCOCC2)cn1C,0,-7,-2,-1,-0.1,1,-5,-2
O=C(NCC[C@@H]1CC[C@@H](NC(=O)Nc2cc(F)ccc2F)[C@@H](CO)O1)Nc1ccc(F)cc1,-1,22,-3,0,-0.3,x,-2,3

# Compound profiles, as listed above. Values in the order: Cneo AK release	RAD52 anneal inh	RAD54 branch	ERAP1 inh	E-selectin induc	miR-122 sensor	PglD DTNB	PGC1a acetyl inh
# CN(C)c1ccc(/C=C(\NC(=O)c2ccccc2)C(=O)NCCN2CCOCC2)cc1 is listed with 4	-76	-39	6	x	3	5	2
# COc1cc(/C=C/c2ccc3c(Br)cc(Br)c(O)c3n2)ccc1O is listed with 1	-13	2	1	0.1	-17	3	3
# CC(Cc1ccccc1)C(=O)NCCO (configuration not stated) is listed with 1	-10	-3	3	0.0	4	7	5
# O=C1O[C@H](CO)[C@@H](O)[C@H](O)[C@H]1O is listed with -1	-5	6	-2	2.2	0	-3	6
